DNMT1 block: DNMT1 (human) enzyme inhibition; inhibition (reported as % activation of signal), % at 10 µM; DNMT1 molecular beacon, Hinp1I cleavage, fluorescence; 0.83% of 360,000 active; AID 588458; P26358; in the data active means inhibition above about 50%
SUMO1 PPI mod: modulators of human SUMO1-mediated protein-protein interactions; AID 602429; inhibition, % at 20 µM; SUMO1 binding to a labelled peptide, TR-FRET, 1 h; 0.33% of 360,000 active; P63165; in the data active means inhibition above about 37%
PABP1 MLLE inh: inhibitors of microRNA-mediated deadenylation, human PABP1 MLLE binding; inhibition, % at 20 µM; 0.36% of 360,000 active; AID 588489; GST-MLLE / FITC-PAM2 fluorescence polarization; P11940; in the data active means inhibition above about 35%, passing the limit was not always enough;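 further: plate controls were DMSO wells with GST-MLLE for no effect and wells lacking GST-MLLE protein for full effect; some results filed as inactive read as strong as hits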
Tb MetRS inh: blocks T. brucei methionyl-tRNA synthetase activity | inhibition, % at 11.9 µM | purified T. brucei MetRS, ATP depletion, Kinase-Glo luminescence | AID 624268 | 0.4% of 360,000 active;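 active means inhibition above a per-plate cutoff of the control wells' mean inhibition plus 3 SD, cut at about 5.5% in these data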;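 further: 0% = DMSO wells median and 100% = median of wells with control inhibitor compound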
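Material: T. brucei methionyl-tRNA synthetase, purified; reagent: substrates ATP, L-methionine and bulk Escherichia coli tRNA; dosing: 11.9 µM single point; timing: 15 min plus 2 h at 25 °C; detection: luminescence of leftover ATP; evaluation: % inhibition; control set: DMSO-only wells as low control; replicates: singlicate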
Rpn11 block: Rpn11 (human) deubiquitinase inhibition | calls only at 20 µM | 0.59% of 360,000 active | O00487 | human 26S proteasome, Ub4-pepOG fluorescence polarization; 20S core pre-blocked with epoxomicin;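 active means inhibition at 20 µM, scaled to each plate's controls, above about 33%, limit read from the data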
CSN deneddyl inh: CSN deneddylation inhibition | inhibition, % at 12.5 µM | AID 651999 | 0.38% of 360,000 active | Q92905 | Purified CSN, SCF-Nedd8-OG deneddylation, fluorescence polarization;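 active means pattern-corrected inhibition above about 35%, with an unprinted fluorescence ratio check between 0.5 and 1.5, limit read from the data, passing the limit was not always enough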;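 further: 0% = enzyme with substrate and 100% = substrate without enzyme; some results filed as inactive read as strong as hits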
Target sequence (Q92905 whole entry, looked up, one chain of several): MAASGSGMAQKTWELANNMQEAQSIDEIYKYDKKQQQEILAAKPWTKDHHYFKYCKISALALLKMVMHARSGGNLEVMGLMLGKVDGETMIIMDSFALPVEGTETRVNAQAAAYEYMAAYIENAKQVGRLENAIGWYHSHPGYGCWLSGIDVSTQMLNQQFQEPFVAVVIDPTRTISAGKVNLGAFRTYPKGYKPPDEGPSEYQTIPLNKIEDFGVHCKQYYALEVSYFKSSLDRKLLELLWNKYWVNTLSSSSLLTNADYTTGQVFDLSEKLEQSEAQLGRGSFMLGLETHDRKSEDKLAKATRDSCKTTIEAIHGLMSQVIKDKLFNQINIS
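Material: purified human Csn5 enzyme expressed in HEK293T cells / Medium: Tris buffer pH 7.5, NaCl, DTT, Tween-20, trehalose, ovalbumin / Compound dosing: 12.5 µM single point / Schedule: 90 min incubation of compound, enzyme and substrate at room temperature / Signal: fluorescence polarization of the substrate / Control set: no-enzyme wells high, enzyme-with-substrate wells low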
LMPTP block: LMPTP (human) inhibition; P24666; recombinant LMPTP-A, OMFP fluorogenic substrate, fluorescence intensity; inhibition, % at 20 µM; 0.22% of 360,000 active;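 active means compounds that cut the enzyme signal by at least half of the control window in the single-dose screen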;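 further: plate controls were DMSO wells with enzyme plus substrate for no effect and substrate without enzyme for full effect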
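Test system – LMPTP-A phosphatase enzyme · Quantity – 0.625 nM LMPTP-A final · Reagent – OMFP substrate, 400 µM final · Dosing – one test concentration per compound, 20 µM, with 3% DMSO overall · Timing – 50 min enzyme reaction at room temperature, protected from light · Detection – fluorescence intensity · Controls – substrate-only low control, DMSO enzyme-plus-substrate high control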
STEP block: blocks human striatal-enriched tyrosine phosphatase | AID 588621 | recombinant STEP, OMFP fluorogenic substrate, fluorescence | inhibition, % at 20 µM | 0.25% of 360,000 active | P54829;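 active means inhibition at 20 µM, scaled per plate between control wells, above about 37%, limit read from the data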;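 further: 0% = DMSO with enzyme and substrate and 100% = substrate only without enzyme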
Target sequence (P54829 whole entry, looked up): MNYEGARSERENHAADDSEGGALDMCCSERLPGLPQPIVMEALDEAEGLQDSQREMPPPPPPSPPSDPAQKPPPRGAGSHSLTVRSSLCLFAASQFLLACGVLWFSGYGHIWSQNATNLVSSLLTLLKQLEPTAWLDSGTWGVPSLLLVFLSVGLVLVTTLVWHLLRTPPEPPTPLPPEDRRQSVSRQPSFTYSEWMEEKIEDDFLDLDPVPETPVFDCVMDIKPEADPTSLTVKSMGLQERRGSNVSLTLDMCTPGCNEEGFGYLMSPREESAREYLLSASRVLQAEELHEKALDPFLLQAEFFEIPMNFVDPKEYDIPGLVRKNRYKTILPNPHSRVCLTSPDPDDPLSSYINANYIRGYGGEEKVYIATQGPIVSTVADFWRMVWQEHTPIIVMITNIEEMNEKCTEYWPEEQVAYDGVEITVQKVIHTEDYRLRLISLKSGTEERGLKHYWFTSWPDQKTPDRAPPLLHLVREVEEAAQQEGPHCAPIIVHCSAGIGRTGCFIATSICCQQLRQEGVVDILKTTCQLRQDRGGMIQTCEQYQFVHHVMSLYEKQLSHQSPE
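Assay system: isolated STEP enzyme. Buffer or medium: pH 6.0 Bis-Tris with DTT and Tween 20. Also added: fluorogenic phosphatase substrate OMFP at 25 µM final. Dosing: 20 µM, 1% DMSO. Timing: 20 min reaction, room temperature, in the dark. Measured by: fluorescence intensity, excitation 480 nm, emission 540 nm. Evaluation: normalized % inhibition.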
NadD block: blocks S. aureus nicotinate mononucleotide adenylyltransferase; AID 602399; inhibition, % at 20 µM; purified NadD enzyme, colorimetric absorbance read-out; 0.78% of 360,000 active; in the data active means inhibition above about 26%; further: some compounds past the cut are filed as inactive
Scp-1 inhibitor: blocks human Scp-1 phosphatase activity | inhibition, % at 20 µM | Recombinant Scp1, phosphopeptide, malachite green phosphate absorbance | 0.88% of 340,000 active | Q9GZU7;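 active means inhibition above about 50% at 20 µM, limit read from the data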;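 further: plate controls were DMSO wells with enzyme for no effect and wells lacking enzyme for full effect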
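Test system – truncated SCP-1 phosphatase (76-261aa) · Reagent – Phosphorylated 17-residue peptide substrate · Incubation – 45 min room-temperature reaction, 5 min colour, 30 min stabiliser · Detection – colorimetric phosphate reagent with accelerator and stabiliser, absorbance at 630 nm · Measure – % inhibition at 20 µM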
Starred values were filed as active, the others as inactive; i = inactive; . = no result given.

Below each compound – STEP block	SUMO1 PPI mod	Scp-1 inhibitor	DNMT1 block	NadD block	CSN deneddyl inh	Rpn11 block	PABP1 MLLE inh	LMPTP block	Tb MetRS inh
CCCSc1nc2c(c(=O)[nH]c(=O)n2C)n1C
  -1	-3	-5	1	6	-1	i	18	1.4	-0.2
CCOC(=O)N1CCN(C(=O)C[C@@H]2C[C@@]3(C(=O)OC)CCCCC=C3N(CCc3ccc(OC)c(OC)c3)C2=O)CC1
  .	-2	.	.	.	0	.	.	-1.0	-0.8
COc1cccc(C(=O)n2c(SC)nc3cc4c(cc32)OCCO4)c1
  -2	-2	-9	1	-3	-4	i	-5	0.4	-0.3
CN(C)CCn1c(=S)[nH]c2ncccc2c1=O
  0	4	-1	2	7	-1	i	20	-1.6	-0.1
Cc1cc2c3c(c1C)C(=O)C(=O)N3C(C)(C)CC2C (centres undefined)
  3	-21	-2	4	-1	7	i	-1	-0.6	-0.1
CCc1nnc(SCC(=O)N2CCCc3ccccc32)nc1CC
  0	-3	-3	0	-3	-1	i	8	0.1	-0.7
FC(F)(F)c1nc(-c2cccnc2)ncc1-c1nnnn1-c1ccccc1
  -2	-2	2	9	2	-1	i	5	0.4	-1.5
O=C(c1ccc([N+](=O)[O-])cc1)N1CCc2ccccc21
  0	-29	-5	1	-2	-3	i	0	-0.4	-0.1
COc1ccc(C(=O)Oc2ccc(/C=N/NC(=O)Cc3ccc([N+](=O)[O-])cc3)cc2)cc1
  10	0	91*	53*	10	4	i	5	13	-0.4
COc1c(Cl)cc(-c2noc(C)c2C(=O)NCc2ccccc2)cc1Cl
  0	1	-18	1	-12	-1	i	11	2.2	-0.8
c1coc(Cn2nnnc2CN2CCN(C3CCCCC3)CC2)c1
  0	-4	-8	6	0	3	i	-6	-0.2	0.3
CC[C@@H]1C=C(C(=O)O)[C@H](c2ccc(F)cc2)N1S(=O)(=O)c1ccc(C)cc1
  3	-1	-4	3	-4	3	i	-8	-1.6	-0.1
CCCCN(CC)S(=O)(=O)c1ccc(C(=O)Nc2nnc(-c3ccccc3Cl)o2)cc1
  -12	11	.	-2	17	4	i	-5	-1.8	-0.7
O=C(NCc1ccccn1)Nc1ccccc1F
  1	-1	-2	1	-2	-2	i	2	-0.9	-0.1
O=C(NCCN1C(=O)S/C(=C\c2ccc(F)cc2)C1=O)c1cccc(S(=O)(=O)N2CCOCC2)c1
  0	-23	-9	-5	-4	-14	i	0	-0.4	0.5
CN(CCN(C)C(C)(C)C)C(=O)C(c1ccccc1)c1ccccc1
  -2	-1	-4	3	-13	0	i	14	-2.0	-1.4
Cc1[nH]nc2c1C(Cc1ccccc1)C(C#N)=C(N)O2 (centres undefined)
  -1	4	0	-9	3	2	i	-3	0.6	0.5
CCOc1ccc(CN2CCC(=O)NC2=O)cc1
  -1	-1	8	1	-6	-2	i	5	-1.3	-0.5
CN(C)CCCNCC(=O)Nc1ccccc1N1CCOCC1
  -3	1	-7	2	0	6	i	8	-11	0.3
C[C@@H]1CN([C@H](C)CO)C(=O)CCCn2cc(nn2)CO[C@H]1CN(C)S(=O)(=O)c1ccc(Oc2ccccc2)nc1
  1	3	.	3	5	2	i	1	0.3	-0.7
C[C@H](NC(=O)[C@H]1N2C(=O)c3ccccc3C2SC1(C)C)C(=O)NCC1CCCO1 (some centres undefined)
  1	2	-9	-2	-3	2	i	20	0.0	-0.2
Cc1ccc(C(CC(=O)N2CCNCC2)c2ccccc2)c(O)c1C (centres undefined)
  0	-1	-1	0	-8	-3	i	-11	-0.9	-1.0
COc1ccccc1C(=O)COC(=O)C1CCN(S(=O)(=O)c2ccc(C)c(C)c2)CC1
  4	-1	-10	-1	-8	9	i	-14	2.3	-0.4
[O-]C1=N/[N+](=C/c2ccc(Cl)c(Cl)c2)CC1
  -3	-3	-2	-2	0	4	i	19	-2.0	-1.0
COc1cc(NC(=O)c2ccc([N+](=O)[O-])cc2)ccc1NC(=O)C(C)C
  -2	-16	-13	0	-4	-3	i	1	-0.8	-0.5
Cn1c2c(c(=O)n(C)c1=O)CN(CC1CCCO1)CN2 (centres undefined)
  3	-1	-8	8	3	1	i	3	-1.5	-0.4
O=C1N/C(=C/c2ccc(N3CCOCC3)cc2)C(=O)N1Cc1ccc(F)cc1
  -2	-13	-7	-2	-6	2	i	2	-1.2	-0.4
CC1(C)CC(=O)C=C(c2ccc(COC(=O)c3ccc(-c4ccccc4)cc3)cc2)C1=O
  2	0	.	6	-2	5	i	0	1.8	-1.0
Cc1ccc(Sc2ncccc2[N+](=O)[O-])cc1
  1	-32	-3	1	-5	1	i	6	0.0	-0.6
COCCNC(=O)CN(c1cc(C(F)(F)F)ccc1Cl)S(C)(=O)=O
  -1	2	-7	-1	6	2	i	10	-1.2	-0.6
CN(Cc1c(F)cccc1Cl)C(=O)c1cccc(S(=O)(=O)N2CCN(Cc3ccccc3)CC2)c1
  -1	-113	-5	-31	2	3	i	3	-8.2	-0.4
CSC1=N/C(=C\c2ccccc2C)C(=O)S1
  2	1	3	2	4	-1	i	-5	-0.1	-0.4
Cn1c(=O)c(-c2cccc(Cl)c2)c(O)c2ccccc21
  1	7	-4	8	-5	5	i	-5	-0.5	0.1
CCN(c1ccccc1)S(=O)(=O)c1cccc(C(=O)Nc2ccc(C)cn2)c1
  0	0	-5	-1	5	-9	i	9	1.3	-0.2
Clc1ccc(-c2csc(N3CCC(c4ccccc4)C3)n2)cc1 (centres undefined)
  -1	1	13	6	16	-3	i	4	3.8	-0.3
Cc1cccc(CCN(C(=O)Cc2cccs2)C(C(=O)NC2CCCCC2)c2cccnc2)c1 (centres undefined)
  3	2	3	4	1	-5	i	-4	-0.1	-1.4
O=C(O)c1cccnc1SCc1ccccc1Cl
  1	1	-5	-1	3	6	i	-3	-0.5	-0.4
COc1ccccc1-c1ccc(SCc2ccccc2F)nn1
  1	-3	9	1	0	-5	i	3	0.2	-1.1
Cc1cccc(NC(=O)CSc2nnc(C)c(=O)n2N)c1
  -1	2	-2	1	-4	-8	i	20	-1.9	-0.2
Cc1cc(Cl)c(S(N)(=O)=O)cc1OCC(N)=O
  -2	-5	-8	-1	-4	3	i	10	-0.3	-0.4
COc1cc(Cn2c3ccc(NC(=O)CC(C)c4ccccc4)cc3c(=O)n2C)ccc1F (centres undefined)
  -1	0	.	-2	-2	3	i	-16	0.9	-0.1
COc1cccc(CNC(=O)CN2C(=O)NC(c3ccccc3)(c3ccccc3)C2=O)c1
  -3	6	-11	-1	-6	0	i	-7	0.8	-0.3

Reformatted with bars between the fields: 5 of the compounds above
SMILES | STEP block | SUMO1 PPI mod | Scp-1 inhibitor | DNMT1 block | NadD block | CSN deneddyl inh | Rpn11 block | PABP1 MLLE inh | LMPTP block | Tb MetRS inh
CSC1=N/C(=C\c2ccccc2C)C(=O)S1 | 2 | 1 | 3 | 2 | 4 | -1 | i | -5 | -0.1 | -0.4
Cn1c(=O)c(-c2cccc(Cl)c2)c(O)c2ccccc21 | 1 | 7 | -4 | 8 | -5 | 5 | i | -5 | -0.5 | 0.1
CCN(c1ccccc1)S(=O)(=O)c1cccc(C(=O)Nc2ccc(C)cn2)c1 | 0 | 0 | -5 | -1 | 5 | -9 | i | 9 | 1.3 | -0.2
Clc1ccc(-c2csc(N3CCC(c4ccccc4)C3)n2)cc1 (centres undefined) | -1 | 1 | 13 | 6 | 16 | -3 | i | 4 | 3.8 | -0.3
Cc1cccc(CCN(C(=O)Cc2cccs2)C(C(=O)NC2CCCCC2)c2cccnc2)c1 (centres undefined) | 3 | 2 | 3 | 4 | 1 | -5 | i | -4 | -0.1 | -1.4
